AddAB inh = less growth of phage-infected E. coli with AddAB | AID 435030 | inhibition, % at 11.9 µM | 330,000 tested, 0.29% active | E. coli expressing H. pylori AddAB, absorbance growth; in the data active = inhibition above about 12%;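 note: 0% = vehicle wells of infected cells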
phage Ecoli inh = E. coli growth loss with phage present; growth absorbance; inhibition, % at 11.9 µM; 360,000 tested, 0.26% active; in the data active = inhibition above about 11%
PfHsp90 yeast 2 = growth inhibition of yeast expressing Plasmodium Hsp90; S. cerevisiae expressing PfHsp90, BacTiter-Glo ATP, 48 h; yeast lacking PDR1 and PDR3 efflux regulators; inhibition, % at 9.4 µM; 310,000 tested, 0.32% active; AID 504621;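 active = every replicate shows inhibition above about 80%, whatever the replicate mean, limit read from the data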;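 note: 0% = DMSO neutral controls and 100% = 20 µM radicicol positive controls; yeast relying on Plasmodium falciparum Hsp90 in place of its own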
Tat export inh = E. coli Tat transport inhibition; E. coli MC4100 TorA-mCherry Tat export, fluorescence; inhibition, % at 10 µM; 340,000 tested, 0.036% active; AID 488895;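 active = mean replicate inhibition at least 50% and at least half of replicates individually reaching 50%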;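 note: exported cargo escapes ClpAP degradation while cytoplasmic cargo is degraded and loses fluorescence; 0% = median of neutral control wells and 100% = median of NaSCN control wells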
OPRM1-OPRD1 ag = OPRM1-OPRD1 heterodimerization agonism; cells, luminescence; AID 504326; 340,000 tested, 0.3% active; activation, % at 9.3 µM; P35372+P41143; in the data active = activation above about 18%;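 note: 0% = vehicle-treated cells and 100% = reference agonist; values of inactives mirror those of a sister screen read the other way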
Target sequence (P35372 whole entry, looked up): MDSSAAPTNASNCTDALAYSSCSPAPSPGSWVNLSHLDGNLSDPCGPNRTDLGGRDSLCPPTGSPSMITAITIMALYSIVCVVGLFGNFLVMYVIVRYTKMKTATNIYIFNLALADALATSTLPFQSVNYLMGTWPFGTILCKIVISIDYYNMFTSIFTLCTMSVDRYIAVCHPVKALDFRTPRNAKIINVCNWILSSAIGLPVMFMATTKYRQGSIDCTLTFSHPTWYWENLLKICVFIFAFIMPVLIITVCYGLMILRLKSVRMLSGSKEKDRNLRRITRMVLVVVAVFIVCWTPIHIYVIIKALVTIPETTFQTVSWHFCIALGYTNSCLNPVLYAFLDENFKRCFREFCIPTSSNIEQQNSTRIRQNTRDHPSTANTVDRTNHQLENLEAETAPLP
Target sequence (P41143 whole entry, looked up): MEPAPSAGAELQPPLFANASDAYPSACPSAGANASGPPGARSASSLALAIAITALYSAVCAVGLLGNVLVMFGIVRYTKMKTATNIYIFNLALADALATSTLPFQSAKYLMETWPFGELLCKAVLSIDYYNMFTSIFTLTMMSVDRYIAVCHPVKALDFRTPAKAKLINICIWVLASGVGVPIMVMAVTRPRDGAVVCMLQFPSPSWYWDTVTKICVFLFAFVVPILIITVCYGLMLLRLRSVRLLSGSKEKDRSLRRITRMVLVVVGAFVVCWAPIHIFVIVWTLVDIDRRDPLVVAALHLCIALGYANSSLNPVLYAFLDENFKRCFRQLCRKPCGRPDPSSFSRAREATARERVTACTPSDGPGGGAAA
Pemphigus Ab inh = inhibitors of pemphigus antibody binding to human desmoglein-3. AID 588358. P32926. DSG3-coupled beads, scFv-anti-DSG3-GFP binding, flow cytometry; stronger effect = lower value. 310,000 tested, 0.48% active. binding (percent of control), % at 10 µM;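 active = binding more than 3 SD below its plate's average and above zero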;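 note: hits lower antibody fragment binding to DSG3; some compounds called inactive have numbers as strong as hits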
PKA-R1A activ = activators of PKA-R1A complex; P00514+P68181; PKA-R1A dissociation, Cy5-IP20 fluorescence polarization; scaled: DMSO 0%, 113 µM cGMP 100%; activation, % at 11.4 µM; 340,000 tested, 0.083% active; AID 504707;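 active = percent activation above the mean of all tested compounds plus 3 SD, cut at about 19% in these data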;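 note: higher means more PKAc released from R1A so a rise in polarization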
Arrestin-AP2 inh = inhibitors of human beta-arrestin and AP2 interaction; FITC-arrestin peptide / GST-AP2 beads, flow cytometry; AP2 beta2 appendage carries R879A mutation; inhibition, % at 10 µM; 340,000 tested, 0.31% active; AID 504490;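 active = inhibition above a set limit, near 3 SD of compounds lacking own fluorescence, cut at about 54% in these data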;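 note: plate controls were DMSO wells for no effect and 5 µM unlabelled arrestin peptide for full effect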
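System: GST-tagged AP2 beta2-adaptin appendage (R879A) on 4 µm glutathione beads / Reagent: FITC-arrestin peptide, 50 nM / Detection: HyperCyt-sampled flow cytometry, FL1 channel, ex 488/em 535 nm / Timing: 12 min plus 1 h, RT / Buffer or medium: PBS plus Tween 20 (0.05%) and BSA (0.1%)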
Ecoli viability = reduces bacterial viability in AddAB counter-screen; 330,000 tested, 0.27% active; E. coli V3065 growth, OD600 absorbance, 18 h; inhibition, % at 11.9 µM;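 active = inhibition above the campaign's mean inhibition across all tested compounds plus 3 SD, cut at about 9.9% in these data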;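 note: uninfected addAB+ strain grown without phage in ampicillin broth; 0% = DMSO wells and 100% = ciprofloxacin 0.95 µg/ml wells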
SUMO Mot1 rescue = blocks SUMOylation pathway, rescuing yeast Mot1-301 growth; 320,000 tested, 1% active; S. cerevisiae Mot1-301 growth rescue, ATP luminescence, 38.5C; percent above DMSO median, 100 means doubled; AID 2716; growth rescue, % at 18.8 µM;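 active = every valid replicate shows activation above 250% relative to neutral control wells; inactive = the rest, any valid replicate at or below 250%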;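 note: OY570 slx delta 5 strain wells were the positive control but not used for scaling; some compounds called inactive have numbers as strong as hits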
OPRM1-OPRD1 inv = inverse agonist of human OPRM1-OPRD1 heterodimerization; inhibition, % at 9.3 µM; cell-based MOR-DOR heterodimer luminescence, inverse agonism; P35372+P41143; 340,000 tested, 0.21% active; AID 504357; in the data active = inhibition above about 22%, passing the limit was not always enough;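 note: 0% = cells with DMSO and 100% = wells without cells with DMSO; values of inactives mirror those of a sister screen read the other way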
* = called active by the depositor; . = no result given.

SMILES | AddAB inh | phage Ecoli inh | PfHsp90 yeast 2 | Tat export inh | OPRM1-OPRD1 ag | Pemphigus Ab inh | PKA-R1A activ | Arrestin-AP2 inh | Ecoli viability | SUMO Mot1 rescue | OPRM1-OPRD1 inv
CCC(COC(C)=O)Nc1nc2c([nH]1)c(=O)n(C)c(=O)n2C (stereo not drawn) | -1.6 | 4.8 | 16 | 2 | -0.5 | 113 | 1 | 0 | -1.3 | 10 | 2
O=C(O)/C(=C\c1ccccc1Cl)c1ccc(S(=O)(=O)N2CCCCC2)s1 | 0.3 | 2.3 | 3 | 1 | -0.6 | 92 | -2 | 3 | -1.3 | -3 | 4
O=C(c1ccc(S(=O)(=O)N2CCOCC2)cc1)N1CCN(c2cccc(Cl)c2)CC1 | 1.1 | 3.1 | . | -3 | 0.9 | 130 | -4 | -4 | -2.7 | 6 | -5
Cc1noc(C)c1C(=O)OCC(=O)Nc1ccccc1C(=O)NC(C)c1ccccc1 (stereo not drawn) | 2.4 | 2.0 | -8 | 12 | 1.4 | 106 | 0 | 3 | -2.9 | 79 | -7
COc1ccccc1C1C(C(=O)c2ccco2)=C(O)C(=O)N1c1cc(C)on1 (stereo not drawn) | -0.1 | 1.2 | -12 | -16 | 1.3 | 101 | -4 | -11 | -1.4 | -2 | -9
O=C(N/N=C/c1ccc(OC(=O)c2ccco2)cc1)c1ccccn1 | 1.8 | 5.0 | -26 | -7 | . | 102 | . | 7 | -3.4 | 8 | .
COc1ccc(C2=NCC(CSc3nnc(-c4ccc5c(c4)OCO5)o3)S2)cc1 (stereo not drawn) | -0.1 | 1.5 | -8 | 11 | -0.9 | 106 | 0 | -6 | -1.5 | 3 | 5
O=C(NNC(=S)NCCCN1CCOCC1)c1ccncc1 | -1.2 | 2.5 | -10 | 0 | -2.5 | 102 | -8 | 14 | -2.5 | -5 | 13
COC(=O)c1sc2nc[nH]c(=O)c2c1C | -0.2 | 1.6 | 1 | -6 | -3.3 | 110 | -2 | 0 | -0.3 | -5 | 16
Cc1ccc(C)c(C(=O)N(C)CC(=O)Nc2ccccc2C(F)(F)F)c1 | 1.4 | 2.5 | 4 | 3 | -1.7 | 102 | -2 | -14 | 0.5 | 25 | 9
CCC(Oc1ccc(C)c(C)c1)C(=O)N1CCCN(C)CC1 (stereo not drawn) | 3.2 | 1.1 | -27 | 0 | -2.1 | . | -9 | -13 | 0.8 | -11 | 11
O=C(COc1ccc(S(=O)(=O)N2CCCC2)cc1Cl)NC1CCCC1 | 2.2 | 2.1 | -2 | 5 | -1.4 | 97 | 3 | 0 | -0.2 | -10 | 8
O=C(N/N=C/C(Cl)=C/c1ccccc1)c1ccccn1 | 2.6 | 4.4 | 1 | 3 | -2.7 | 101 | 2 | 27 | 1.4 | -17 | 14
CC1CCCN(CCCNC(=O)c2coc3nc4ccccc4nc23)C1 (stereo not drawn) | 2.2 | -0.2 | 8 | -7 | -1.4 | 112 | 8 | 1 | -1.0 | -6 | 8
Cn1c(=O)c2c(nc(NCCc3ccccc3)n2CC(=O)NCCc2ccccc2)n(C)c1=O | -2.9 | 1.8 | -12 | 1 | . | 108 | 3 | 15 | -0.8 | 18 | .
CN(Cc1ccccc1)S(=O)(=O)c1cccc2cccnc12 | 1.2 | -0.1 | -22 | 1 | -0.8 | 93 | -6 | -1 | -0.3 | 3 | 4
Nc1ccc(N2CCOCC2)c(Cl)c1 | 2.7 | 1.8 | -32 | 4 | 0.7 | 103 | 2 | 7 | 0.4 | 1 | -4
Cc1onc(-c2c(Cl)cccc2Cl)c1C(=O)NNc1ccccc1 | 2.2 | 3.7 | -2 | -5 | -5.2 | . | 5 | -13 | 2.5 | 318* | 26
Cc1ccc(O)c(Cn2nnc3ccccc32)c1 | 2.5 | 2.7 | -17 | -12 | -1.0 | 103 | 3 | 2 | 1.0 | -18 | 6
O=C(COc1ccccc1)Nc1nnc(-c2ccco2)o1 | 1.2 | 4.3 | 8 | 3 | -1.1 | 99 | -4 | 19 | 4.3 | 6 | 5
O=C(Nc1ccc(OC(F)(F)F)cc1)C1CC(=O)N(Cc2ccco2)C1 (stereo not drawn) | -0.4 | 4.7 | -8 | -6 | 0.4 | 101 | 10 | -7 | -4.6 | -2 | -1
C#CCN(CC=C)C(=O)c1ccc2nc(C3CCCCC3)oc2c1 | 1.2 | 0.2 | -16 | 7 | -0.6 | 125 | 1 | -6 | -1.6 | 33 | 3
CC[n+]1ccc(C(=O)NCc2ccccc2)cc1 | 3.4 | 1.3 | 2 | 1 | -1.8 | 106 | -2 | 29 | 0.9 | 0 | 9
CCCNC(=O)C1CNc2ccccc2O1 (stereo not drawn) | -0.4 | 3.1 | 23 | 4 | -1.3 | 99 | -4 | 2 | -0.2 | -12 | 7
C/C=C(\C)C(=O)N[C@@H](C)CN1C2=NC[C@H](C(C)C)N2C[C@H]1Cc1ccc(OC)cc1 | . | 4.3 | 1 | -4 | -1.2 | 111 | -5 | -1 | . | . | 7
Cc1oc(-c2ccccc2)nc1CSc1nc2c(c(=O)[nH]1)CCC2 | 2.5 | 4.3 | 6 | -3 | 1.4 | 100 | -11 | 12 | 2.5 | 21 | -7
Cc1cccc(NC(=O)c2ccc(S(=O)(=O)N(C)CC3CCCO3)cc2)c1C (stereo not drawn) | -0.4 | 1.0 | 3 | -2 | -2.5 | 111 | 1 | -5 | -0.2 | -5 | 8
COc1ccc2[nH]cc(CCNS(=O)(=O)c3ccccc3)c2c1 | 4.4 | 4.9 | 8 | -15 | -1.7 | 99 | 0 | 30 | 1.1 | 190 | 9
NC(=O)c1ccccc1NC(=S)NC(=O)CCc1ccccc1 | 5.3 | 0.7 | -27 | -2 | -7.5 | 101 | -16 | 11 | 0.9 | -23 | 33
CC1(C)OC(=O)C(=NNc2ccccc2)C(=O)O1 | 3.0 | 1.2 | -21 | -3 | -2.6 | 104 | 3 | 31 | -3.0 | -17 | 12
CCn1c(=O)cc(SCC(=O)NCc2cccnc2)c2ccccc21 | 0.2 | 1.6 | 6 | 6 | -0.2 | 101 | -6 | 3 | -1.1 | -3 | 1
CCOCC(=O)Nc1cc(C(=O)OC)cc(C(=O)OC)c1 | 2.0 | 1.7 | 7 | 7 | -1.4 | 100 | 15 | 5 | -1.2 | -3 | 7
FC(F)(F)c1cccc(NC(=S)N(CCCN2CCCC2)Cc2cccn2Cc2ccc(Cl)cc2)c1 | 0.2 | 5.5 | 14 | 17 | 3.3 | 115 | -4 | -4 | 1.0 | -4 | -18
COc1ccc(N=C2SCC(=O)N2c2ccc(OC)cc2)cc1 | 0.8 | -0.1 | 25 | -5 | 0.2 | 123 | -6 | 32 | 3.4 | -5 | -1
Cc1ccc(-c2csc3ncnc(-n4nnc5ccccc54)c23)cc1C | 0.9 | 3.0 | 6 | -7 | 1.2 | 89 | -4 | 19 | 0.7 | -6 | -8
C=CCOc1ccccc1CN1CCC(n2nccc2NC(=O)c2ccccc2)CC1 | 1.2 | -0.2 | -20 | -9 | -3.0 | 95 | -2 | 1 | -0.3 | -12 | 16
CCOc1ccc(NC(=O)Nc2ccc3nccnc3c2)cc1 | 2.7 | 1.6 | -17 | 12 | -0.6 | 92 | -6 | -6 | 0.6 | 5 | 2
COC(=O)c1ccc(SCC(=O)NC2CCCC2)c([N+](=O)[O-])c1 | 2.9 | 2.9 | 28 | 2 | -1.6 | 130 | -1 | 4 | -0.1 | -5 | 9
Cc1ccc(-c2nnc(SCC(=O)NCC3CCCO3)n2C)cc1 (stereo not drawn) | 0.5 | 0.7 | 16 | 7 | -2.9 | 100 | 5 | -14 | 1.5 | 192 | 17
COc1ccc(N2CCN(C(=O)CNS(=O)(=O)c3ccc(C)cc3)CC2)cc1 | 0.9 | 5.0 | -31 | 1 | -0.7 | 94 | -8 | 0 | -1.0 | 6 | 4
Cn1c(SCC(=O)N2CCOCC2)nc(O)cc1=O | 1.4 | 1.4 | 11 | 6 | -2.8 | 97 | -3 | -4 | 0.9 | -7 | 16
O=C(CNC(=O)c1ccc([N+](=O)[O-])cc1)N/N=C\c1ccc(OC(=O)c2ccccc2)cc1 | -1.8 | 0.9 | -9 | -7 | 8.4 | 79 | -5 | 3 | 0.0 | 30 | -47
CN(C)c1ccc(/C=C(\NC(=O)c2ccccc2)C(=O)NCc2cccnc2)cc1 | 1.3 | -0.2 | -12 | 6 | -0.8 | . | -2 | 10 | 0.9 | 17 | 6
CCOC(=O)c1c(C)[nH]c(C(=O)COC(=O)C2CC2)c1C | . | 2.9 | . | -9 | 0.9 | 118 | 11 | 43 | . | . | -5
Cc1ccc2[nH]c(=O)c(CC(=O)O)c(-c3ccccc3)c2c1 | -3.3 | -0.4 | -7 | -1 | -0.4 | 111 | 5 | 36 | -2.0 | -2 | 2
Cc1ccc(Cl)cc1NC1=NC(=S)N(C(C)C)C12CCCCC2 | 1.0 | 2.5 | 63 | -12 | -2.4 | . | -4 | -2 | -1.3 | 102 | 12
CCc1ccc(Oc2cc(C)nc(N)n2)cc1 | 3.6 | 4.6 | -35 | 2 | -2.2 | . | -12 | 1 | -2.2 | -20 | 14
CNS(=O)(=O)c1ccc(N2CCCC2)c([N+](=O)[O-])c1 | -2.6 | 2.6 | 12 | 0 | -1.3 | 89 | -3 | -1 | -0.1 | 1 | 7
COc1ccc(NC(=O)Cn2nc(C(F)(F)F)c3c2CCCC3)c(OC)c1 | 0.3 | 2.3 | . | -6 | -1.0 | 89 | -5 | -13 | 0.8 | -15 | 5
COC(=O)c1cc(CNC(=O)c2sccc2-c2ccccc2)ccc1OC | 0.7 | 1.8 | -67 | -4 | -0.6 | 110 | 6 | 11 | 1.3 | -15 | 3
O=C(Nc1nc(-c2ccco2)c(-c2ccco2)s1)c1c(F)cccc1Cl | 2.4 | 3.9 | -18 | 11 | 0.9 | . | -21 | -4 | 0.3 | -4 | -4
COc1cccc(-n2c(Cc3cc(=O)[nH]c(=O)[nH]3)nnc2SCc2cccnc2)c1 | 3.0 | 3.9 | 4 | -6 | -3.6 | 101 | 11 | -6 | 1.3 | 511* | 18
CCC(C)(C)NC(=O)COc1ccc(C(=O)c2ccccc2)cc1 | 4.4 | 4.0 | -4 | 0 | -0.7 | 101 | -22 | 2 | 0.1 | -1 | 4

Screening results as filed in PubChem BioAssay.

Outcome played no part in choosing rows, and some 2.8% of all compounds hit somewhere here.
